High-throughput results as filed in PubChem.
Dyrk1A ADPGlo = inhibitors of rat Dyrk1A kinase. Q63470. AID 504441. 0.43% of 310,000 active. inhibition, % at 12.5 µM. ADP-Glo luminescence, NFATc1 peptide; in the data active = inhibition above about 50%;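 also: plate controls were vehicle with enzyme for no effect and no enzyme for full effect; many of its hits are not listed in these tables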
KCNQ1 block = blocks the human KCNQ1 potassium channel. P51787. CHO-K1 KCNQ1, FluxOR thallium flux fluorescence; stronger effect = higher value. B-score at 10 µM. 1.3% of 310,000 active. AID 2642;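 active = compounds whose thallium flux B-score, printed positive for inhibition, exceeds three library SD while starting fluorescence stays within three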;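 also: channel opened by potassium depolarization with thallium stimulus after 20 min compound exposure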
Target sequence (P51787 whole entry, looked up): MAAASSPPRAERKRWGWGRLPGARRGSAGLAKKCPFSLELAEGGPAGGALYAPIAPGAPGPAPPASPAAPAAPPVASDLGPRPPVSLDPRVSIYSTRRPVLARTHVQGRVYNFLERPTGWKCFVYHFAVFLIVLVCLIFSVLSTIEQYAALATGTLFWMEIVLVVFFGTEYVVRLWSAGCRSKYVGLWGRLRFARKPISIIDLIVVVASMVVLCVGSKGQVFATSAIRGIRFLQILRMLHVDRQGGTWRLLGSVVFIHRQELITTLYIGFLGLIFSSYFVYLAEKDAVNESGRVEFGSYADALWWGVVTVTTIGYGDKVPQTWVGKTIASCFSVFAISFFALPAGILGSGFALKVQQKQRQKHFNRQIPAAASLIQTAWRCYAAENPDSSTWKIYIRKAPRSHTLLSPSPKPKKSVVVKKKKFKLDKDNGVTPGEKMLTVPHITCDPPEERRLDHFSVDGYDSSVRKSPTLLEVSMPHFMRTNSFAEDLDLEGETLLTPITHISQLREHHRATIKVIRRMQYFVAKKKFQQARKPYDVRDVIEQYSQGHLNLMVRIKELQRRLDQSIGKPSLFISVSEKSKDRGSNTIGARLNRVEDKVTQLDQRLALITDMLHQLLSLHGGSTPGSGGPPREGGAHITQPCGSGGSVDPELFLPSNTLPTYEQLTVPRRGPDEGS
Platelet DG rel = platelet dense granule release activity. human platelet-rich plasma, SFLLRN dense granule ATP release, luminescence. inhibition, %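 (compounds screened at 7.5 µM in platelet-rich plasma)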. 0.22% of 300,000 active;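 active = mean replicate score, as percent of positive control, at or above 50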
KCNQ1 pot = potentiates or activates the human KCNQ1 potassium channel; P51787; CHO-K1 KCNQ1, thallium flux FluxOR fluorescence; stronger effect = higher value; B-score at 10 µM; 0.35% of 310,000 active; AID 2648;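 active = fluorescence ratio B-score, a plate-corrected score, at least three library SD, with initial intensity B-score within 5 SD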
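Material: CHO-K1 cells stably expressing KCNQ1. Medium: assay buffer for compound exposure, DMSO matched across wells. Reagent: K+/Tl+ depolarizing stimulus. Compound dosing: single-concentration screen. Times: 37 °C overnight plating, 90-min dark dye load, 20-min compound pretreatment. Technique: FluxOR Tl+ flux fluorescence.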
hERG rescue = compounds protecting human hERG from proarrhythmic drug block; CHO-hERG, FluxOR thallium flux, dofetilide IC70 present; Q12809; activation (rescue from dofetilide block), less the hit threshold, % at 10 µM; 0.51% of 310,000 active;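 active = activation above the mean of controls blocked by dofetilide plus 5 SD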;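 also: thallium influx through hERG after potassium depolarization seen as dye fluorescence rise; in these data hits start at about 4.7%; inactives centre near -7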
TRPC4 act = opens the mouse TRPC4 cation channel | Q9QUQ5 | HEK293 TRPC4beta/mu-opioid, Fluo4 calcium fluorescence; stronger effect = higher value | B-score at 10 µM | 0.49% of 310,000 active;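 active = B-score above 5 SD of library B-scores, and initial fluorescence ratio not above library mean plus 5 SD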;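 also: positive B-score marks a calcium rise read as TRPC4 activation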
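Technique: kinetic Fluo4 calcium fluorescence; Test system: TRPC4beta and mu-opioid receptor HEK293 stable cells; Measure: B-scored integrated calcium fluorescence ratio; Benchmarks: low control buffer alone, high control maximal DAMGO; Schedule: 45 min room-temperature Fluo4 loading, 110 s read.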
KCNK3 block = human KCNK3 channel inhibition, primary screen; O14649; CHO-KCNK3 thallium flux, FluxOR fluorescence; stronger effect = lower value; B-score at 10 µM; 0.84% of 340,000 active;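 active = B-score under library mean minus 4 SD, starting fluorescence ratio at most library mean plus 5 SD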;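 also: more negative B-score means stronger inhibition of thallium flux through KCNK3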
Target sequence (O14649 whole entry, looked up): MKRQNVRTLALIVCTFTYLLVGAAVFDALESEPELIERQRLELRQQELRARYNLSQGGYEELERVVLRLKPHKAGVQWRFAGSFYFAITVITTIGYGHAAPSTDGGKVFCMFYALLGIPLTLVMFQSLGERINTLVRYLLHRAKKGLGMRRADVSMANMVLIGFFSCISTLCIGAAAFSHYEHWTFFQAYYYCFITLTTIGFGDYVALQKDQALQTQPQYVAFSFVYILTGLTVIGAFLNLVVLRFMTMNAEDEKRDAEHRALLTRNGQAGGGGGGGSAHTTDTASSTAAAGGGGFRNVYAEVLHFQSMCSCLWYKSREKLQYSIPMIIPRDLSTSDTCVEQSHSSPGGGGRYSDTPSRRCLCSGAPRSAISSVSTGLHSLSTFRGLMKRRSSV
TRPC4 potent = allosterically enhances the mouse TRPC4 cation channel | 0.42% of 310,000 active | B-score at 10 µM | Q9QUQ5 | AID 2227 | HEK293 TRPC4beta/mu-opioid, DAMGO EC20, Fluo-4 Ca2+ flux; stronger effect = higher value;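 active = B-score of calcium response area above 5 SD of library B-scores, with initial fluorescence ratio within 5 SD of library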;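 also: B-score of integrated fluorescence ratio over time as area under calcium response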
TRPC4 block = blocks the mouse TRPC4 cation channel. Q9QUQ5. HEK293 TRPC4beta/mu-opioid, DAMGO-evoked Fluo4 calcium flux; stronger effect = lower value. B-score at 10 µM. 0.39% of 300,000 active;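 active = B-score over 3 SD under the library average, no early fluorescence shift, positive overall ratio signal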
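material = TRPC4beta/mu-opioid receptor HEK293 cell line | probe or stimulus = sequential submaximal and maximal DAMGO stimulation | compound dosing = one concentration per compound | measured by = Fluo4 Ca2+ flux fluorescence | evaluation = integrated fluorescence ratio relative to baseline, converted to per-well B score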
KCNK9 inh = inhibitors of human KCNK9 two-pore domain potassium channel; Q9NPC2; HEK293 KCNK9, FluxOR thallium flux fluorescence; stronger effect = lower value; B-score at 10 µM; 1.2% of 310,000 active;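 active = ratio B-score over 3 SD below the library mean, with starting fluorescence within 5 SD of its mean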;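 also: negative B-score means less thallium flux so channel inhibition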
PolyA inh = yeast polyadenylation inhibition; S. cerevisiae SKY197-pL101 polyadenylation reporter, beta-gal luminescence; efflux-impaired pdr1/pdr3 knockout yeast; score 100 = 6 SD above DMSO; calls only at 12 µM; 0.02% of 300,000 active; AID 1875;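 active = lowest replicate activity score at least 50, where 100 means six control SD above control mean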;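 also: yeast exposed to compound for 9 h at 30 °C; higher score means more reporter readthrough which indicates perturbed polyadenylation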
* = called active by the depositor; i = inactive; nt = no result given. Not all compounds are listed; rates above refer to the full screens.

Start of the data: the first 14 compounds, to show the layout:
SMILES | Dyrk1A ADPGlo | KCNQ1 block | Platelet DG rel | KCNQ1 pot | hERG rescue | TRPC4 act | KCNK3 block | TRPC4 potent | TRPC4 block | KCNK9 inh | PolyA inh
COc1c(O)ccc(/C=N/NC(=O)c2ccc3c(c2)OCCO3)c1[N+](=O)[O-] | 6.6 | i | -0.8 | i | -1.3 | i | i | i | i | i | i
Cc1ccc2c(c1)S/C(=C/c1ccc[n+](CCO)c1)N2C | 3.4 | i | -0.3 | i | -24.5 | i | i | i | i | i | nt
C[C@H](NC(=O)c1nc[nH]c1C(=O)N[C@@H](Cc1ccccc1)C(=O)OCc1ccccc1)C(=O)OCc1ccccc1 | nt | i | 3.2 | i | -12.3 | i | i | i | i | i | i
Cc1cccc(NC(=O)CC2NC3CCCCC3NC2=O)c1 (centres undefined) | 2.8 | i | 0.9 | i | -12.8 | i | i | i | i | i | i
Cc1ccc(NC(=O)C(C)c2ccc(-c3ccccc3)c(F)c2)c(C)c1 (centres undefined) | -4.6 | i | 6.1 | i | -10.0 | i | i | i | i | i | i
CCNC(=S)N/N=C/c1ccc(C#N)cc1 | 1.4 | i | 0.3 | i | -9.6 | i | i | i | i | i | i
CN(C(=O)COC(=O)c1n[nH]c2ccccc12)c1ccccc1 | 4.9 | i | 1.3 | i | -13.4 | i | i | i | i | i | i
CNC(=O)c1c(NC(=O)C(C)C)sc2c1CCC2 | 4.1 | i | 4.5 | i | -9.3 | i | i | i | i | i | i
CCC/C=C1/CCCOC(C(=O)NCc2ccc(S(C)(=O)=O)cc2)(C(F)(F)F)C1 (centres undefined) | -8.8 | i | -6.6 | i | -2.5 | i | i | i | nt | i | i
O=C(OCn1nnc2ccccc2c1=O)c1ccco1 | 0.7 | i | 18.1 | i | -5.6 | i | i | i | i | i | i
CC(C)COc1ccccc1C(=O)NC(CO)C(=O)O (centres undefined) | -2.3 | i | -0.6 | i | -11.2 | i | i | i | i | i | i
COC(=O)COc1cc2ccccc2cc1C(=O)Nc1ccccc1 | -0.9 | i | 6.0 | i | -5.2 | i | i | i | i | i | i
S=C(NCc1ccc(Cl)cc1)Nc1ccccc1Cl | -8.3 | i | 8.9 | i | -3.1 | i | i | i | i | i | i
c1ccc(OCc2nn3c(-c4cccnc4)nnc3s2)cc1 | -6.2 | i | -1.1 | i | -9.9 | i | i | i | i | i | i

The whole of this part (from the top)
SMILES | Dyrk1A ADPGlo | KCNQ1 block | Platelet DG rel | KCNQ1 pot | hERG rescue | TRPC4 act | KCNK3 block | TRPC4 potent | TRPC4 block | KCNK9 inh | PolyA inh
COc1c(O)ccc(/C=N/NC(=O)c2ccc3c(c2)OCCO3)c1[N+](=O)[O-] | 6.6 | i | -0.8 | i | -1.3 | i | i | i | i | i | i
Cc1ccc2c(c1)S/C(=C/c1ccc[n+](CCO)c1)N2C | 3.4 | i | -0.3 | i | -24.5 | i | i | i | i | i | nt
C[C@H](NC(=O)c1nc[nH]c1C(=O)N[C@@H](Cc1ccccc1)C(=O)OCc1ccccc1)C(=O)OCc1ccccc1 | nt | i | 3.2 | i | -12.3 | i | i | i | i | i | i
Cc1cccc(NC(=O)CC2NC3CCCCC3NC2=O)c1 (centres undefined) | 2.8 | i | 0.9 | i | -12.8 | i | i | i | i | i | i
Cc1ccc(NC(=O)C(C)c2ccc(-c3ccccc3)c(F)c2)c(C)c1 (centres undefined) | -4.6 | i | 6.1 | i | -10.0 | i | i | i | i | i | i
CCNC(=S)N/N=C/c1ccc(C#N)cc1 | 1.4 | i | 0.3 | i | -9.6 | i | i | i | i | i | i
CN(C(=O)COC(=O)c1n[nH]c2ccccc12)c1ccccc1 | 4.9 | i | 1.3 | i | -13.4 | i | i | i | i | i | i
CNC(=O)c1c(NC(=O)C(C)C)sc2c1CCC2 | 4.1 | i | 4.5 | i | -9.3 | i | i | i | i | i | i

SMILES | Dyrk1A ADPGlo | KCNQ1 block | Platelet DG rel | KCNQ1 pot | hERG rescue | TRPC4 act | KCNK3 block | TRPC4 potent | TRPC4 block | KCNK9 inh | PolyA inh
CCC/C=C1/CCCOC(C(=O)NCc2ccc(S(C)(=O)=O)cc2)(C(F)(F)F)C1 (centres undefined) | -8.8 | i | -6.6 | i | -2.5 | i | i | i | nt | i | i
O=C(OCn1nnc2ccccc2c1=O)c1ccco1 | 0.7 | i | 18.1 | i | -5.6 | i | i | i | i | i | i
CC(C)COc1ccccc1C(=O)NC(CO)C(=O)O (centres undefined) | -2.3 | i | -0.6 | i | -11.2 | i | i | i | i | i | i
COC(=O)COc1cc2ccccc2cc1C(=O)Nc1ccccc1 | -0.9 | i | 6.0 | i | -5.2 | i | i | i | i | i | i
S=C(NCc1ccc(Cl)cc1)Nc1ccccc1Cl | -8.3 | i | 8.9 | i | -3.1 | i | i | i | i | i | i
c1ccc(OCc2nn3c(-c4cccnc4)nnc3s2)cc1 | -6.2 | i | -1.1 | i | -9.9 | i | i | i | i | i | i
Cc1cc(C(=O)NNC(=O)Nc2ccc(Cl)cc2)no1 | -1.4 | i | -18.4 | i | -1.9 | i | i | i | i | i | i
COc1ccc(C2SCCN2C(=S)Nc2ccc(F)cc2)cc1 (centres undefined) | -6.2 | i | 2.0 | i | -11.4 | i | i | i | i | i | i

SMILES | Dyrk1A ADPGlo | KCNQ1 block | Platelet DG rel | KCNQ1 pot | hERG rescue | TRPC4 act | KCNK3 block | TRPC4 potent | TRPC4 block | KCNK9 inh | PolyA inh
COc1cnc(-c2ccccn2)nc1Sc1ccc(F)cc1 | -5.6 | i | 1.2 | i | -0.6 | i | i | i | i | i | i
CC1(C)CC(NS(=O)(=O)c2ccc(S(=O)(=O)N3CCOCC3)cc2)CCO1 (centres undefined) | -8.0 | i | -0.9 | i | -4.0 | i | i | i | i | i | i
COCCN(CCOC)S(=O)(=O)c1ccc(C(=O)Nc2c(C)n(C)n(-c3ccccc3)c2=O)cc1 | -0.8 | i | 2.7 | i | -5.2 | i | i | i | i | i | i
CCC(C)N(NC(C)=O)c1nc(Cl)nc(NC(C)(C)C)n1 (centres undefined) | 2.6 | i | 0.2 | i | -4.4 | i | i | i | i | i | i
CN(CC(=O)Nc1cccc(F)c1)C(=O)C1CSC2(C)CCC(=O)N12 (centres undefined) | 13.4 | i | -4.9 | i | -7.4 | i | i | i | i | i | i
COc1ccccc1N(C)S(=O)(=O)c1ccc(C(=O)NC(C)c2ccccc2)cc1 (centres undefined) | -4.9 | i | 5.8 | i | -12.3 | i | i | i | i | i | i
COc1cc2c(cc1NC(=O)COC(=O)CNC(=O)c1ccccc1)oc1ccccc12 | nt | i | 0.5 | i | -1.8 | i | i | i | i | i | i
O=C(NNC(=O)C1[C@H]2CCCC[C@@H]12)Nc1cccc2ccccc12 (some centres undefined) | -2.3 | i | -2.4 | i | -4.5 | i | i | i | i | i | i

SMILES | Dyrk1A ADPGlo | KCNQ1 block | Platelet DG rel | KCNQ1 pot | hERG rescue | TRPC4 act | KCNK3 block | TRPC4 potent | TRPC4 block | KCNK9 inh | PolyA inh
COC(=O)c1ccc(N2CN=C(c3ccc(C)cc3)NC2=S)cc1 | -33.9 | i | -6.6 | i | -2.7 | i | i | i | i | i | i
Clc1ccc(CNCc2cccs2)c(Cl)c1 | -4.3 | i | 0.1 | i | -2.6 | i | i | i | i | i | i
COc1ccc(-c2cc(C(=O)N/N=C(\C)c3ccco3)c3ccccc3n2)c(OC)c1 | 2.5 | i | 18.2 | i | -4.8 | i | i | i | i | i | i
Cc1c(C(=O)NCc2ccc3c(c2)OCO3)oc2ccc(S(=O)(=O)N3CCCCCC3)cc12 | -0.1 | i | -6.7 | i | -20.8 | i | i | i | i | i | i
Cc1cc(=O)oc2cc(OCC(=O)Nc3ccc4[nH]c(=O)[nH]c4c3)ccc12 | nt | i | -8.7 | i | 0.1 | i | i | i | i | i | i
Cc1ccc(CSc2nnc(CCCCCNC(=O)OC(C)(C)C)o2)cc1 | 3.4 | i | -1.8 | i | -8.5 | i | i | i | i | i | i
Cc1nn(C)cc1/C=C/C(=O)c1ccc(O)cc1 | 10.0 | i | 9.0 | i | 6.2* | i | i | i | i | i | i
CCC1(COC(NC(=O)c2cccnc2)(C(F)(F)F)C(F)(F)F)COC1 | 2.9 | i | -2.4 | i | -2.4 | i | i | i | i | i | i

The final two entries of the part above lead into the next.
SMILES | Dyrk1A ADPGlo | KCNQ1 block | Platelet DG rel | KCNQ1 pot | hERG rescue | TRPC4 act | KCNK3 block | TRPC4 potent | TRPC4 block | KCNK9 inh | PolyA inh
Cc1nn(C)cc1/C=C/C(=O)c1ccc(O)cc1 | 10.0 | i | 9.0 | i | 6.2* | i | i | i | i | i | i
CCC1(COC(NC(=O)c2cccnc2)(C(F)(F)F)C(F)(F)F)COC1 | 2.9 | i | -2.4 | i | -2.4 | i | i | i | i | i | i
Cc1ccc(/C=C/C(=O)OCC(=O)Nc2ccc3[nH]c(=O)[nH]c3c2)o1 | 0.8 | i | -13.4 | i | -5.3 | i | i | i | i | i | i
COCCNC(=O)CN1C(=O)NC2(CCCc3cc(OC)ccc32)C1=O (centres undefined) | 2.0 | i | -0.7 | i | -11.3 | i | i | i | i | i | i
COc1cccc(N2CCN(C(=O)C3CCC(=O)N(C4CCCCCC4)C3)CC2)c1 (centres undefined) | 7.7 | i | 0.2 | i | -3.2 | i | i | i | i | i | i
Cc1cccc(C)c1NC(=O)CSc1nnnn1-c1ccc(C(=O)O)cc1 | -25.9 | i | -17.5 | i | -10.6 | i | i | i | i | i | i
COc1ccccc1NC(=O)CSc1nc(O)cc(=O)n1C | 2.2 | i | -1.5 | i | -10.7 | i | i | i | i | i | i
O=Nc1c(-c2ccccc2)[nH]n(-c2ccccc2)c1=O | 10.8 | i | 11.5 | i | -5.7 | i | i | i | i | i | i
COc1ccc([N+](=O)[O-])cc1NC(=O)CC(c1ccccc1)c1ccccc1 | -9.0 | i | 7.8 | i | -8.6 | i | i | i | i | i | i
CCOc1ccccc1NC(=O)CSc1n[nH]c(=O)n1-c1ccccc1 | 2.9 | i | -0.7 | i | -3.5 | i | i | i | i | i | i
Cc1cc2c(NC(=O)Nc3ccccc3)cccc2nn1 | 20.3 | i | 3.8 | i | -3.1 | i | i | i | i | i | i
CCOCCCNC(=O)Cc1c(C(=O)O)[nH]c2ccc(Cl)cc12 | 0.8 | i | 25.9 | i | -4.1 | i | i | i | i | i | i
CCn1cc(/C=C/C(=O)Nc2c(C)nn(Cc3ccccc3)c2C)cn1 | -6.3 | i | 8.8 | i | -1.3 | i | i | i | i | i | i
